Screens as filed in PubChem BioAssay.
PDI inh: inhibitors of human PDI, primary screen, biochemical, turbidity, single point, plate reader | PDI insulin aggregation turbidity, A650, 90 min | AID 588391, 2011 | inhibition, % at 10 µM | 0.052% of 350,000 active | Protein disulfide-isomerase (Homo sapiens), P07237;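 active = mean inhibition across replicates of 30% or more, whatever share of single replicates reach that level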;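 note: absorbance from insulin aggregation driven by PDI reduction with DTT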
MC4R antagonist: MC4R antagonists of cAMP signaling, primary screen, cell-based, TR-FRET, antagonist arm of biased-ligand search. AID 540295, 2011. inhibition, % at 6.5 µM. 0.48% of 360,000 active. MC4R-expressing cells, MTII-stimulated cAMP, LANCE TR-FRET;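 active = inhibition above its plate's cutoff, the mean of tested wells on that plate plus 3 SD, cut at about 29% in these data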;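 note: 0% = Melanotan II alone and 100% = Melanotan II plus saturating MCL0020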
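Assay system: human MC4R-expressing U2OS cells; reagent: Melanotan II stimulation of cells; dosing: 6.5 µM single dose; timing: compound 30 min, challenge 1 h, detection 1 h; signal: TR-FRET cAMP assay; replicates: one well per compound, no replicates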
Cardio protect: cardioprotection against H2O2-induced cell death, primary screen, uHTS, H9c2 cells, ATPLite luminescence; AID 588492, 2011; protection from H2O2 cell death, % at 20 µM; H9c2 cardiomyocytes, H2O2 injury protection, 2 h; 0.63% of 360,000 active;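 active = compounds giving at least 50% protection of heart cells from peroxide-induced death in the single-dose screen, raw or plate-pattern-corrected value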;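 note: 0% = DMSO wells with peroxide and 100% = DMSO wells without peroxide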
Exocytosis inh: LAMP-1 surface exposure blockers, TALL-104 cells – cell-based, flow cytometry, MLPCN library, primary screen | TALL-104 LAMP-1 surface exposure; cells stimulated with thapsigargin and PMA | inhibition, % at 10 µM | 0.66% of 360,000 active;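 active = inhibition above about 55%, limit read from the data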
m5-HT2A agonist: mouse Htr2a agonists via beta-arrestin recruitment, primary screen, cell-based, luminescence; 5-hydroxytryptamine receptor 2A (Mus musculus), P35363; CHO-K1 mHTR2A beta-arrestin complementation; percent of 30 µM serotonin response; activation, % at 7.6 µM; 0.66% of 360,000 active;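 active = activation above a run cutoff, the mean activation of all tested compounds plus 3 SD, cut at about 14% in these data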;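 note: 0% = plate median of compound wells and 100% = 30 µM serotonin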
CaV13 ICDI inh: Disruptors of the CACNA1D IQ motif to Ca2+-dependent inactivation inhibitor domain association, primary screening, Förster resonance energy transfer in intact living …. HEK cells, CFP/YFP FRET ICDI-IQ, plate reader, 10 min; percent FRET-ratio fall versus neutral wells. inhibition, % at 12.3 µM. 0.098% of 340,000 active;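 active = mean replicate inhibition of at least 30% and at least 1% of replicates passing that level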;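 note: 0% = median of the neutral control wells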
N-glyco inh: increase of ERlucT glycosylation luciferase signal, primary screen, N-linked glycosylation inhibitor project, D54 ERlucT cells, luminescence, set 2 | D54 ERlucT glycosylation luciferase reporter, 24 h; percent of 100 nM tunicamycin response | reporter increase, % at 12.5 µM | 0.23% of 360,000 active;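 active = mean luciferase reporter signal, scaled so untreated is 0 and the glycosylation-blocking control 100, at or above a set limit in every replicate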;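 note: luciferase carries N-glycosylation sites so blocking glycosylation raises the light; 0% = median of neutral control wells and 100% = median of 100 nM tunicamycin wells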
MC4R barr agon: MC4R agonists recruiting beta-arrestin, primary screen, cell-based, luminescence, agonist arm of biased-ligand search | activation, % at 8.9 µM | Melanocortin receptor 4 (Homo sapiens), P32245 | AID 540308, 2011 | U2OS MC4R beta-arrestin complementation; percent of melanotan II response, DMSO zero | 0.98% of 360,000 active;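 active = activation above a per-plate cutoff, the mean activation of sample wells on that plate plus 3 SD, cut at about 8% in these data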
ABHD5-PLIN5 inh: ABHD5-PLIN5 interaction inhibitors, primary screen, cell lysate, split luciferase complementation, luminescence; Perilipin-5 (Homo sapiens) + 1-acylglycerol-3-phosphate O-acyltransferase ABHD5 (Homo …; Split G. princeps luciferase complementation, 4 h; inhibition, % at 4 µM; 0.78% of 360,000 active;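 active = inhibition above the mean inhibition across every tested compound plus 3 SD, cut at about 22% in these data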;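 note: 0% = DMSO only wells and the 100% control is not disclosed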
Target sequence (Q00G26 whole entry, looked up): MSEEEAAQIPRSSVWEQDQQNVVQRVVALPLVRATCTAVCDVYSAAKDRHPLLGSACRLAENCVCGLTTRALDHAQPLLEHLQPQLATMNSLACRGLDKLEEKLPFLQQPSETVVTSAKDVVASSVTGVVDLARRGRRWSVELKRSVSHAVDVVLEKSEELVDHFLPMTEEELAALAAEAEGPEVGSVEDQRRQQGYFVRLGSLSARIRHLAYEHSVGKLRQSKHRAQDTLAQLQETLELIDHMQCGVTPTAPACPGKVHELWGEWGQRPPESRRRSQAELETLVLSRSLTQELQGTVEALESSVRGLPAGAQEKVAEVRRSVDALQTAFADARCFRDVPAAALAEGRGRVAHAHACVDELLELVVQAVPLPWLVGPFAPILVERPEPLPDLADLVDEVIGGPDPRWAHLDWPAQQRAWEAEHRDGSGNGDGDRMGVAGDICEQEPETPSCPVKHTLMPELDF
Target sequence (Q8WTS1 whole entry, looked up): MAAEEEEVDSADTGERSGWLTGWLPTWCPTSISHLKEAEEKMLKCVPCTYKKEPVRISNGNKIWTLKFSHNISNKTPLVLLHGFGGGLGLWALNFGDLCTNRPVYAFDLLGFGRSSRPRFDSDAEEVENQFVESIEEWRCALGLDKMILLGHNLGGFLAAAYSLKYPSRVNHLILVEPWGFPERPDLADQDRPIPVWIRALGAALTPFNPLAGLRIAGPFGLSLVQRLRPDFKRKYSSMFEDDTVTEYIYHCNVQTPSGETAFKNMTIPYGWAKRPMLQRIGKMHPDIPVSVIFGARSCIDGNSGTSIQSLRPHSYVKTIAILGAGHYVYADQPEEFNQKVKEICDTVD
ABCB6 inh MLPCN: ABCB6 transporter inhibitors, primary screen, K562-ABCB6 cells, flow cytometry, MLPCN library. AID 602162, 2011. 0.19% of 360,000 active. ATP-binding cassette sub-family B member 6 (Homo sapiens), Q9NP58. fluorescence ratio to DMSO, % at 10 µM. K562-ABCB6 porphyrin accumulation, 1 h; stronger effect = lower value;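 active = fluorescence ratio to DMSO below 75%, the collection mean minus 3 SD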;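 note: signal is porphyrin accumulated inside mitochondria; 100% equals median channel fluorescence of DMSO control wells; lower ratio means ABCB6 inhibition with less porphyrin fluorescence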
An asterisk follows results filed as active; . = no result given.

nr	Compound	m5-HT2A agonist	Cardio protect	CaV13 ICDI inh	Exocytosis inh	N-glyco inh	PDI inh	ABCB6 inh MLPCN	MC4R barr agon	MC4R antagonist	ABHD5-PLIN5 inh
1	COc1ccc(OC)c(C2C(C(=O)c3ccco3)=C(O)C(=O)N2CCN2CCOCC2)c1 (centres undefined)	2	-2	-6	23	2	-1	87	-3.0	12	-5
2	CCCCc1c(C)nc2ccccc2c1SCCC#N	-4	-4	0	-2	-3	3	91	-2.1	15	0
3	CCOC(=O)NN1C(=O)c2ccccc2NC1c1cccs1 (centres undefined)	1	2	-12	-5	2	-13	100	-1.4	1	-1
4	Cn1c(SCC(=O)NC2CCCCC2)nnc1-c1ccncc1	3	-2	-2	-4	2	-9	93	-0.6	6	6
5	CCc1ccccc1OCC(=O)Nc1cccc(S(=O)(=O)NC2=NCCC2)c1	-8	-4	-2	2	-1	-1	97	-2.7	10	-1
6	N#C/C(=C(\O)c1cc(Cl)sc1Cl)c1nc2ccccc2[nH]1	0	-15	-1	0	0	9	98	-0.4	12	6
7	CCc1cc(=O)oc2cc(OC(C)C(=O)NCC(O)c3ccccc3)c(Cl)cc12 (centres undefined)	-4	2	-2	-6	4	-5	85	-3.1	-2	-6
8	CCCCn1c(N)c(N(CC(C)C)C(=O)CN2C(=O)NC3(CC(C)CC(C)(C)C3)C2=O)c(=O)[nH]c1=O (centres undefined)	13	-3	-6	-2	0	5	104	-0.7	-6	-6
9	Cc1onc(-c2ccccc2Cl)c1C(=O)Nc1cnn(Cc2ccccc2)c1	-6	3	-7	0	4	-1	97	0.0	9	-11
10	COc1ccccc1NC(=O)CN1CCN(CC(=O)Nc2ccc(F)cc2)CC1	-4	-4	-5	0	0	5	95	1.5	2	-2
11	Cc1nnsc1NC(=O)OCC(C)C	8	3	.	-4	2	1	102	0.4	-1	5
12	O=C(NCCC1=CCCCC1)C(=O)NCC(c1ccco1)N1CCN(c2ccccc2)CC1 (centres undefined)	-2	1	-6	-5	1	-18	100	6.1	1	-3
13	COc1cc2c(cc1OC)[C@@H](NC(=O)CCC1CCCCC1)[C@H](O)C2	3	-6	-4	0	1	-11	98	-1.6	6	-4
14	Cc1ccc(/C(O)=C/c2nc3ccccc3oc2=O)cc1	6	-15	-30	0	-1	3	104	1.3	12	-6
15	O=C(O)CCCNc1c(C(=O)Nc2ccc(Cl)cc2)cc([N+](=O)[O-])cc1[N+](=O)[O-]	-3	-5	-5	0	-2	-2	98	-2.9	5	-1
16	O=c1cc(C=NNc2ccc([N+](=O)[O-])cc2)[nH]c(=O)[nH]1	1	-5	-9	-3	0	-1	98	-1.8	-17	-5
17	C=CCn1c(=N)n(CC(=O)c2ccc(OC)cc2)c2ccccc21	-5	-2	-16	0	-4	9	93	-2.8	-8	3
18	Cc1ccccc1/C=N/Nc1ccnc2cc(Cl)ccc12	-1	-31	-9	76*	-4	-30	94	8.5*	-2	-7
19	Cc1cc(NS(=O)(=O)c2ccc(NC(=O)C(c3ccccc3)c3ccccc3)cc2)no1	1	-3	-4	-1	0	-3	100	-0.1	-1	1
20	Cc1nc2nc(SCC(=O)NCCCN3CCCCCC3)nn2c(C)c1Cc1ccccc1	4	9	-4	-5	-2	-9	101	4.5	8	4

The listing continues:
nr	Compound	m5-HT2A agonist	Cardio protect	CaV13 ICDI inh	Exocytosis inh	N-glyco inh	PDI inh	ABCB6 inh MLPCN	MC4R barr agon	MC4R antagonist	ABHD5-PLIN5 inh
21	CCCn1c(SCC(=O)Nc2cc(S(=O)(=O)N3CCCCC3)ccc2C)n[nH]c1=O	-2	-10	-3	16	-2	1	88	-3.8	-2	-5
22	COc1ccccc1N1C(=O)S/C(=C\c2cc(C)n(C)c2C)C1=O	-2	-10	-4	0	-1	-5	98	-1.7	23	-3
23	COc1ccc(Cl)cc1N(C(C)=O)c1nc(C)cc(C)c1C#N	-1	-4	-20	-4	3	-2	101	-0.1	8	-1
24	Cc1ccc(O)c(-c2[nH]ncc2C(=O)c2ccc(Cl)cc2)c1	-3	-5	-21	4	-4	9	97	3.2	-1	-5
25	Cc1ccccc1CSc1nnc(-c2cccs2)n1Cc1ccco1	-6	5	-4	-2	-2	13	99	-2.6	9	-5
26	CC(=O)Nc1ccc(S(=O)(=O)NCC2CCC(C(=O)N3CCCCC3)CC2)cc1 (centres undefined)	4	-4	-4	6	1	-1	96	-2.0	8	1
27	CCN(CC)CC(=O)N1c2ccccc2Oc2c(c(=O)n(C)c(=O)n2C)C1c1cccc([N+](=O)[O-])c1 (centres undefined)	-1	0	-6	0	-2	-8	103	0.8	19	-3
28	COC(=O)c1ccc(NC(=O)CSc2nc(=O)n3cccc(C)c3n2)cc1	-4	-1	-4	-10	1	-1	98	-1.4	0	0
29	COc1cccc(-c2ccc(-c3noc(-c4cccs4)n3)c(OC)n2)c1	-1	9	-5	-1	-1	0	107	-0.4	0	-3
30	CCNS(=O)(=O)c1ccc(CCC(=O)Nc2ccccc2C(=O)OC)cc1	-4	4	-4	-3	0	13	99	1.5	6	-1
31	Cc1ccc(C(=O)N/N=C/c2nc3ccccc3n2C)cc1	-4	37	-5	8	7	-2	94	-1.2	-3	0
32	O=C1OC(Oc2ccccc2)(c2ccccc2)c2ccccc21 (centres undefined)	0	-8	-5	4	-3	2	100	1.3	13	-4
33	O=C(Cn1cc(C(=O)C2CCCCC2)c2ccccc21)NCC1CCCO1 (centres undefined)	0	-5	-6	-1	0	-4	96	-0.4	1	-5
34	COc1cc(-c2nnc(SCC(=O)NC3CCS(=O)(=O)C3)o2)cc(OC)c1OC (centres undefined)	1	-1	0	-2	1	4	97	1.9	1	3
35	CCOP(=O)(OCC)c1nc(Cc2ccccc2)oc1NCc1ccccc1	-1	5	-4	5	-1	-2	96	-0.5	2	3
36	C=COCCNC(=S)N1CCOCCOCCN(C(=S)NCCOC=C)CCOCC1	3	-3	3	-1	1	-9	93	-0.3	7	-1
37	Cc1ccc(-c2nnc(NCc3ccccc3)c3ccccc23)cc1	3	-11	-3	2	-8	3	95	4.2	12	6
38	CCOC(=O)c1c(S(=O)(=O)NCC(=O)Nc2ccc(F)cc2F)c(C)n(C)c1C	8	-3	-5	4	3	-4	99	1.5	8	12
39	Cc1ccc(SCC(=O)Nc2cccnc2)cc1	-3	-15	.	2	-7	-5	98	-1.0	5	-1
40	Cc1ccc(C(C)C)cc1NC(=O)Nc1ccc([N+](=O)[O-])cc1	-5	-20	-1	41	-13	1	97	0.2	22	-5

Arranged by SMILES length (ascending): some entries from above.
nr	Compound	m5-HT2A agonist	Cardio protect	CaV13 ICDI inh	Exocytosis inh	N-glyco inh	PDI inh	ABCB6 inh MLPCN	MC4R barr agon	MC4R antagonist	ABHD5-PLIN5 inh
39	Cc1ccc(SCC(=O)Nc2cccnc2)cc1	-3	-15	.	2	-7	-5	98	-1.0	5	-1
32	O=C1OC(Oc2ccccc2)(c2ccccc2)c2ccccc21 (centres undefined)	0	-8	-5	4	-3	2	100	1.3	13	-4
37	Cc1ccc(-c2nnc(NCc3ccccc3)c3ccccc23)cc1	3	-11	-3	2	-8	3	95	4.2	12	6
33	O=C(Cn1cc(C(=O)C2CCCCC2)c2ccccc21)NCC1CCCO1 (centres undefined)	0	-5	-6	-1	0	-4	96	-0.4	1	-5
29	COc1cccc(-c2ccc(-c3noc(-c4cccs4)n3)c(OC)n2)c1	-1	9	-5	-1	-1	0	107	-0.4	0	-3
28	COC(=O)c1ccc(NC(=O)CSc2nc(=O)n3cccc(C)c3n2)cc1	-4	-1	-4	-10	1	-1	98	-1.4	0	0
26	CC(=O)Nc1ccc(S(=O)(=O)NCC2CCC(C(=O)N3CCCCC3)CC2)cc1 (centres undefined)	4	-4	-4	6	1	-1	96	-2.0	8	1
21	CCCn1c(SCC(=O)Nc2cc(S(=O)(=O)N3CCCCC3)ccc2C)n[nH]c1=O	-2	-10	-3	16	-2	1	88	-3.8	-2	-5
27	CCN(CC)CC(=O)N1c2ccccc2Oc2c(c(=O)n(C)c(=O)n2C)C1c1cccc([N+](=O)[O-])c1 (centres undefined)	-1	0	-6	0	-2	-8	103	0.8	19	-3

Continuation:
nr	Compound	m5-HT2A agonist	Cardio protect	CaV13 ICDI inh	Exocytosis inh	N-glyco inh	PDI inh	ABCB6 inh MLPCN	MC4R barr agon	MC4R antagonist	ABHD5-PLIN5 inh
41	CC(NC(=O)C1CCCN1S(=O)(=O)c1ccccc1)c1ccccc1 (centres undefined)	0	5	-5	-14	-2	-6	91	-0.9	11	5
42	CCOc1[nH]n(-c2ccccc2)c(=O)c1C=Nc1ccccc1	-6	12	-1	5	17	5	87	1.9	7	-7
43	CCCCOC(=O)c1ccc(S(N)(=O)=O)o1	-1	0	-6	2	2	0	98	-0.3	1	-4
44	C/C(=N\O)C(C)(C)Nc1cccc(F)c1	1	0	-5	-2	1	6	95	-0.9	4	-1
45	O=C(NCc1ccccn1)c1ccc(COc2ccc(Cl)cc2)o1	-2	-6	-8	5	2	-3	102	-0.1	7	3
46	O=C(NC1CCCCC1)c1csnn1	1	-5	-6	0	3	-12	100	-0.8	12	-1
47	COCC(C)NC(=O)CCSc1nc(-c2ccc(OC)cc2)cc(C(F)(F)F)n1 (centres undefined)	-3	7	-4	-1	-1	-7	95	-1.6	2	1
48	CCCNC(=O)c1ccc2c(=O)n3c(-c4ccc(C)cc4)csc3nc2c1	1	7	-10	-16	-2	-4	95	-2.5	2	14
49	NNc1nc2c(Cl)ccc(Cl)c2s1	0	-7	-3	2	-2	-1	97	-3.9	7	-2
50	CC(=O)N1CCN(C(=O)c2ccc(S(=O)(=O)Nc3ccccc3Cl)cc2)CC1	16*	-3	-7	0	-1	-3	101	-3.5	5	3
51	NC(Cc1c[nH]c2ccccc12)C(=O)NCc1ccccc1 (centres undefined)	-5	15	-21	14	0	-56	101	0.7	-3	-2
52	Cc1cc(C)cc(N2CC(C)Cn3c2nc2c3c(=O)[nH]c(=O)n2C)c1 (centres undefined)	-1	0	-5	-3	6	11	92	-0.3	15	-6
53	CCC(=O)Nc1ccccc1-c1nnn(CC(=O)N2c3ccccc3CC2C)n1 (centres undefined)	-4	-4	-8	2	2	-7	96	-0.6	4	-2
